Screens (PubChem)
Hsp90 Hop PPI – qHTS Assay for Disrupters of an Hsp90 Co-Chaperone Interaction | Hsp90 C-terminal peptide / TPR2A (Hop) interaction, human | AlphaScreen TPR2A-His6 binding biotin-Hsp90 C-terminal peptide | Potency, µM (top dose mostly 57 µM), for inactives: at the top dose activity change, negative = inhibition | hit rate 0.44% among 71,000; active = well fitted curve in either direction with a large enough effect; inconclusive = small, poorly fitted or top-dose-only effect, or another doubt; note: potency is the fitted concentration of half-maximal effect; % is set by controls: 0 for no effect and ±100 for the full control effect; many of its hits are not listed in these tables
ALOX15 inhib – qHTS Assay for Inhibitors of 15-hLO (15-human lipoxygenase) | Polyunsaturated fatty acid lipoxygenase ALOX15 (Homo sapiens), P16050 | Potency, µM (highest dose often 57.1 µM), inactives show top-dose activity change, negative = inhibition, hits mostly inhibitors | hit rate 1.4% among 74,000 | purified 15hLO-1, xylenol orange hydroperoxide absorbance; note: potency is the fitted concentration of half-maximal effect; % is set by controls: 0 for no effect and ±100 for the full control effect; nearly all actives have a fitted effect of over 55% in size
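Purified human 15hLO-1 (40 nM final) in 25 mM Hepes pH 7.5, 0.01% Triton X-100 was preincubated with compound 15 min at room temperature, then reacted 6 min with 50 uM arachidonic acid; hydroperoxide detected by Fe-XO, 573/405 nm absorbance ratio.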
Tau filament bind – qHTS Assay for Tau Filament Binding; Microtubule-associated protein tau (Homo sapiens), P10636; Potency, µM (highest dose often 57.1 µM), for the others: at the highest dose activity change, negative = inhibition; AID 596, 2007; recombinant tau filaments, thioflavin S fluorescence, 15 h; filaments grown with octadecylsulfate alongside compound; hit rate 2% among 71,000;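 note: potency is the fitted concentration of half-maximal effect; % is set by controls: 0 for no effect and ±100 for the full control effect; actives lower thioflavin S fluorescence by blocking filaments or displacing dye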
Target sequence (P10636 whole entry, looked up): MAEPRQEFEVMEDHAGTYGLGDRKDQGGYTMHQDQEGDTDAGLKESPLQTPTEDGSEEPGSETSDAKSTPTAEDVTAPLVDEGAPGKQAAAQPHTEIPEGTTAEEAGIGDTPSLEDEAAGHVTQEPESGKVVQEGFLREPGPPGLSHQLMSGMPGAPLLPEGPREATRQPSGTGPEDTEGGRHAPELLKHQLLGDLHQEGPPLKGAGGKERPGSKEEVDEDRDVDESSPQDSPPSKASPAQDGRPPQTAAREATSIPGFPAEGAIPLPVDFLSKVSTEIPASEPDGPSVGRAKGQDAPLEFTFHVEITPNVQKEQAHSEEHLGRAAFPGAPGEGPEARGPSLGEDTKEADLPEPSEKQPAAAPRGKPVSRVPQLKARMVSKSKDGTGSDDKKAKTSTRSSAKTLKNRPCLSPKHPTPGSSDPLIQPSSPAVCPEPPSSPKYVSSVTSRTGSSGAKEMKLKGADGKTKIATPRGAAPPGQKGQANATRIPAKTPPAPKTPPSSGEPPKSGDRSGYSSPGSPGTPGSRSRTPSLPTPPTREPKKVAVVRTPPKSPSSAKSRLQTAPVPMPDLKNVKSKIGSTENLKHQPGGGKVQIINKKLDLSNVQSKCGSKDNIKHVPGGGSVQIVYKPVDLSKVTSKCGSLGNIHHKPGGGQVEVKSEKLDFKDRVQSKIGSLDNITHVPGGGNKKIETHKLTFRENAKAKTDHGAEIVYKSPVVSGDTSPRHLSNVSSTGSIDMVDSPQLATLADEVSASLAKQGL
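Assay mix: 1 uM His-tagged tau, 30 uM sodium octadecylsulfate, thioflavine S dye in HEPES/NaCl/DTT buffer. Compound is added prior to the inducer. Fluorescence after 15 h at 37 C.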
HBB splicing – qHTS Assay for Modulators of Hemoglobin Beta Chain Splicing; HBB splicing reporter cell assay, activation; EGFP reporter with mutant IVS2-654 intron; response scale: normalised to 500 nM splice-correcting PNA; Potency, µM (highest dose often 46.1 µM), without a hit: top-dose activation, hits mostly activators; hit rate 0.06% among 65,000; AID 925, 2007; note: potency is the fitted concentration of half-maximal effect; 0% is about no effect
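HeLa cells stably expressing EGFP interrupted by mutant beta-globin intron 2 (IVS2-654), 500/well in 2% FCS. Treated with compound for 2 days at 37C. Splicing correction scored as total well GFP intensity (488 nm excitation, 500-520 nm emission); 500 nM antisense PNA served as control.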
Rhodamine autofl – qHTS Assay for Spectroscopic Profiling in Rhodamine Spectral Region; Rhodamine-region fluorescence, 547/598 nm, Tris buffer; hits give high values; max dye-equivalent concentration, M; hit rate 0.05% among 59,000; in the data active = max dye-equivalent concentration above about 11 nM; inconclusive = between about 1.1 nM and that limit
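Intrinsic compound fluorescence, ex 547 / em 598 nm, CCD imager. Tris 100 mM pH 8.0; 15 min RT. Output = rhodamine dye-equivalent concentration at each compound concentration.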
Luciferase inh – qHTS Assay for Inhibitors of Firefly Luciferase. Luciferin 4-monooxygenase (Photinus pyralis), P08659. hit rate 2.2% among 72,000. purified firefly luciferase, luminescence, 8 min. AID 411, 2009. Potency, µM (titrated, usually from 57.1 µM), without a hit: top-dose activity change, negative = inhibition, actives largely listed as inhibitors; note: potency is the fitted concentration of half-maximal effect; % is set by controls: 0 for no effect and ±100 for the full control effect; nearly all actives have a fitted effect of over 40% in size
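Compounds were tested as concentration series (qHTS) against purified P. pyralis luciferase with luciferin and 10 uM ATP in 50 mM imidazole pH 7.2, 50 mM KCl, 7 mM MgCl2, 0.01% Tween 20, 0.05% BSA. Luminescence was read after 8 min at ambient temperature.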
ERK AVP block – qHTS Assay for Inhibitors of the ERK Signaling Pathway using a Homogeneous Screening Assay; hit rate 0.99% among 72,000; HEK293-V1b, vasopressin-stimulated pERK AlphaScreen; AID 995, 2007; Potency, µM (doses to about 57.5 µM), without a hit: top-dose activity, negative = inhibition, actives largely listed as inhibitors; note: potency is the fitted concentration of half-maximal effect; % is set by controls: 0 for no effect and ±100 for the full control effect; nearly all actives have a fitted effect of over 55% in size
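HEK293 cells stably expressing V1b receptor, preincubated 30 min at 37 °C with compound, then stimulated 5 min with 25 nM vasopressin. Phospho-ERK by AlphaScreen SureFire after 5 h RT; normalized to DMSO and vasopressin; AC50 by Hill fit.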
CRE-bla Fsk – Cell signaling CRE-BLA (Fsk stim); CHO CRE-bla reporter (cAMP response element driving beta-lactamase), forskolin EC10, beta-lactamase ratio; Potency, µM (doses to about 38.2 µM), for inactives: at the top dose activity change, negative = inhibition, actives largely listed as activators; hit rate 2.5% among 71,000; active = well fitted activation curve with a large enough effect in the signal ratio, with a control signal flat, not every such curve was filed as active; inconclusive = small, poorly fitted or top-dose-only effect, or effect the other way, or a change in a side signal; the % refers to the signal ratio; note: potency is the fitted concentration of half-maximal effect; % of control where 0% means no effect
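CRE-bla CHO reporter cells treated with compound titration plus EC10 NKH 477 (water-soluble forskolin), incubated 3 h at 37 °C; CCF4 loading 2 h at room temperature, 460/530 nm emission ratio read, AC50 values derived for positive or negative modulators.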
HADH2 inh – qHTS Assay for Inhibitors of HADH2 (Hydroxyacyl-Coenzyme A Dehydrogenase, Type II); 3-hydroxyacyl-CoA dehydrogenase type-2 (Homo sapiens), Q99714; Potency, µM (highest dose often 57.1 µM), inactives show at the highest dose activity change, negative = inhibition, actives largely listed as inhibitors; hit rate 3.4% among 73,000; recombinant HADH2, NADH fluorescence, beta-hydroxybutyryl-CoA; AID 886, 2007; note: potency is the fitted concentration of half-maximal effect; % is set by controls: 0 for no effect and ±100 for the full control effect; nearly all actives have a fitted effect of over 60% in size; many of its hits are not listed in these tables
Target sequence (Q99714 whole entry, looked up, one chain of several): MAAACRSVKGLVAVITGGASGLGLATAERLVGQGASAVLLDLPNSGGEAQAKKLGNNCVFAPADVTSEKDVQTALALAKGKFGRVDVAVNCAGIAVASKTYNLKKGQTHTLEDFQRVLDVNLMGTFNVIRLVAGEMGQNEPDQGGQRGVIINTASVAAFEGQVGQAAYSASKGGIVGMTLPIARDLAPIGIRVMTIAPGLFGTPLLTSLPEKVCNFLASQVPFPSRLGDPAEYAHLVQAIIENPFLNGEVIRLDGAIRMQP
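His-tagged recombinant enzyme from E. coli, 20 nM, preincubated 15 min RT with compound; reaction started with 1 mM NAD+ and 90 uM beta-hydroxybutyryl-CoA in 100 mM Tris-HCl pH 9.0. NADH fluorescence (ex 360/em 450) read over 4 min; last-minus-first difference.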
Texas Red fluor – qHTS Assay for Spectroscopic Profiling in Texas Red Spectral Region | Compound fluorescence, Texas Red channel, 547/618 nm; hits give high values | max dye-equivalent concentration, M | hit rate 0.06% among 59,000 | AID 587, 2007; in the data active = max dye-equivalent concentration above about 10 nM; inconclusive = between about 1.1 nM and that limit
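qHTS profiling of intrinsic compound fluorescence; 100 mM Tris pH 8.0; 15 min RT; ex 547 / em 618 nm; response expressed as Texas Red dye-equivalent concentration from six-point plate standard.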
DNA Pol III inh – qHTS Assay for Inhibitors of DNA Polymerase III Holoenzyme System; AID 603, 2007; reconstituted DNA polymerase III holoenzyme replication, biochemical; Potency, µM (series often up to 57.1 µM), inactives show at the highest dose activity change, negative = inhibition; hit rate 0.25% among 71,000; note: potency is the fitted concentration of half-maximal effect; % is set by controls: 0 for no effect and ±100 for the full control effect
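Reconstituted *E. coli* holoenzyme (0.35 nM Pol III, 1 nM beta, 154 nM SSB, 2 nM primase) was preincubated with compound for 15 min at RT. Synthesis on 1.4 nM ssM13Gori ran 35 min, then was stopped with PicoGreen/EDTA and read as dsDNA fluorescence.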
Active calls of the source: *; i = inactive; u = inconclusive; x = not tested or not shown; [ ] = dose if it differs, or a comment. Unless noted, calls come from the whole dose curve; as a rule, active = well fitted curve in the direction sought with a large enough effect; inconclusive = small, poorly fitted or top-dose-only effect, or another doubt; inactive = no such curve, though single readings can be large; an effect the other way counts as inactive or inconclusive.

SMILES | Hsp90 Hop PPI | ALOX15 inhib | Tau filament bind | HBB splicing | Rhodamine autofl | Luciferase inh | ERK AVP block | CRE-bla Fsk | HADH2 inh | Texas Red fluor | DNA Pol III inh
CCCn1cc(NC(=O)C2CC(c3cccc(Br)c3)=NO2)cn1 (stereo not given) | -5% | -17% | -1% | -1.4% | i | 0% | u | 2% | 6% | i | -4%
O=C(CSc1nnnn1Cc1ccccc1)Nc1ccc2c(c1)OCO2 | -3% | 0% | -7% | 0.8% | i | -1% | -3% | -8% | 2% | u | -4%
CC(C)[C@@H](CC(=O)N[C@@H]1CCNC[C@H]1C(=O)N[C@H](CC(=O)N[C@@H](CCC(=O)O)CC(=O)O)Cc1c[nH]c2ccccc12)NC(=O)C[C@H](CO)NC(=O)[C@@H]1CNCC[C@H]1N | 32µM* | x | u | -0.9% | x | x | x | u | -11% | x | 0%
Cc1oc(-c2ccc(Cl)cc2)cc1-c1nn2c(-c3ccoc3C)nnc2s1 | u | u | 10% | -0.5% | i | 0% | -3% | -8% | 32µM* | i | -23%
CC(=O)N1CC=CC1(C)C(=O)NCc1cc(F)cc(C(F)(F)F)c1 (stereo not given) | 0% | -1% | -5% | -0.8% | x | x | 6% | -8% | 0% | x | -4%
Cc1cccn2c(=O)c3cc(C(=O)N4CCc5ccccc54)n(C)c3nc12 | 8% | 2% | -9% | 0.4% | i | -1% | 18% | u | 10% | i | -1%
CCOC(=O)CSc1nc(C)c(C(=O)OCC)s1 | 9% | -4% | -10% | -0.5% | i | 0% | 3% | u | u | u | -3%
CCC1C(C#N)=C(N)OC2=C1C(=O)CC(C)(C)C2 (stereo not given) | -5%[11 µM] | 1%[11.4 µM] | -5%[11.4 µM] | -3.0%[0.0738 µM] | x | -1% | 17% | u | 6%[11.4 µM] | x | 2%[11.4 µM]
Fc1ccc(-c2cc(C(F)(F)F)nc(N3CCCCC3)n2)cc1 | u | -17% | -5% | -0.5% | i | 0% | 47%[activator] | 13% | -9% | i | 1%
Cc1ccccc1CN1C2=NCCN2C(=O)C2=C1CCN(Cc1ccccc1)C2 | -1%[11 µM] | 15%[11.4 µM] | -4%[11.4 µM] | 1.0%[9.22 µM] | i | 1%[11.4 µM] | 6%[11.5 µM] | u | 17%[11.4 µM] | i | -9%[11.4 µM]
CC(=O)Nc1ccc(C(=O)OCC(=O)NC(=O)NC2CCCCC2)cc1 | -3% | 5% | -10% | 0.4% | i | 1% | 7% | -14% | 8% | u | 7%
CCCn1c(SCC(=O)Nc2ccccc2-c2ccccc2)nnc1-c1ccoc1C | -1% | 2% | 11% | x | i | -2% | -10% | -10% | 0% | i | 0%
CC1=C(C)CS(=O)N(S(=O)(=O)c2ccc(Cl)cc2)C1 (stereo not given) | 13% | u | u | -0.2%[57.5 µM] | i | u | -10% | u | u | u | -3%
O=C(NCCN1CCOCC1)C1CCN(Cc2ccccc2O)CC1 | -5% | -6% | 3% | 0.2% | i | 2% | 10% | -1% | -1% | i | -1%
c1coc(-c2nnc3n2C2(CCCC2)Cc2ccccc2-3)c1 | -4% | 3% | 6% | 0.4% | i | 2% | -18% | 3% | -3% | i | 4%
COc1ccccc1CNC(=O)c1ccoc1C | -5% | -15% | 59% | -0.6% | i | -1% | -20% | -11% | 3% | i | -10%
COc1ccccc1Nc1nc(N)nc(CN2CCN(c3ccccc3)CC2)n1 | u | 18% | 0% | -0.3%[57.5 µM] | i | 3% | -14% | u | 9% | i | -3%
CCOC(=O)C1CCN(C(=O)CCCN2C(=O)c3ccccc3C2=O)CC1 | u | 0% | -7% | 1.7% | i | 0% | 16% | 0% | 17% | i | -4%
CCOC(=O)Nc1ccc2c(c1)N(C(=O)CCN1CCN3CCCC3C1)c1ccccc1CC2 (stereo not given) | -4% | -15% | -9% | 1.3%[1.84 µM] | i | -1% | -5% | u | 17% | i | -6%
CCS(=O)(=O)N1CCCC(C(=O)NC2CCC(C)CC2)C1 (stereo not given) | -1% | -1% | 2% | -0.4% | i | -1% | 19% | 2% | 5% | i | 0%
Cc1noc(C)c1C(=O)Nc1c(F)cc(F)cc1Br | -5% | -2% | -9% | 0.4% | i | 0% | -10% | 29% | 4% | u | 3%
COc1cccc(Cn2c(-c3nonc3N)nc3ccccc32)c1 | -2% | -24% | 33% | -2.3% | i | 0% | -6% | u | -2% | i | -3%
COC(=O)C/C=C\[C@H](C)[C@@H](OC)c1ccccc1Br | x | 3%[11.4 µM] | x | 2.7%[9.22 µM] | x | 1%[11.4 µM] | 3%[11.5 µM] | x | -8%[11.4 µM] | x | x
Cc1ccc(C)c(NC(=O)CSc2nnc(-c3ccccc3)n2N)c1 | -2% | 1% | -3% | 0.3%[1.84 µM] | i | 6% | 0% | -9% | -11% | u | 1%
O=C(NCC1CCCO1)c1cc2n(n1)C(C(F)(F)F)CC(c1ccc(Br)cc1)N2 (stereo not given) | 0% | -2% | -6% | -0.2%[57.5 µM] | i | 1% | -14% | 1% | 0% | i | 0%
COc1ccc(Cn2c(=O)sc3ccccc32)cc1OC | 1% | -7% | 6% | -1.2% | i | -36% | -8% | 2% | 5% | i | -10%
Cc1ccc(C)c(Cn2c(=O)n(CCC(=O)NCc3ccco3)c(=O)c3sccc32)c1 | -4% | -7% | i | 2.3% | i | -16% | -10% | u | 2% | i | -5%
Cc1cccc(-c2nsc(SCC(=O)N3CCCC3)n2)c1 | 0% | 0% | 15% | 0.5% | i | u | 25% | u | u | i | 4%
Cc1noc(C)c1C(=O)N1CCC2(CCCN(C(c3ccccc3)c3ccccc3)C2)CC1 | -13% | -3% | -14% | 2.6% | i | 2%[11.4 µM] | -19% | -7% | 2% | i | -11%
Nc1ncn([C@@H]2O[C@H](CO)[C@@H](O)[C@H]2O)c(=O)n1 | u | 6% | -2% | -1.7% | x | x | 12% | u | -3% | x | -6%
C=CCc1ccccc1OCC(O)CN1CCN(c2ccccc2OC)CC1 (stereo not given) | -4% | -27% | -22% | -0.2%[57.5 µM] | i | -2% | -9% | -11% | -4% | i | 2%
COc1ccc(OC)c(C2C(C(=O)O)c3ccccc3C(=O)N2C)c1 (stereo not given) | 1% | 7% | -5% | 1.7% | i | 3% | 8% | -6% | 0% | i | -4%
Cc1nc2ccccn2c1P(=O)(N1CCCCC1)N1CCCCC1 | -1% | -8% | 2% | -0.1% | i | 2% | -5% | u | 22% | i | 1%
COC(=O)c1ccc(C)c(NC(=O)CN(c2ccc3c(c2)OCO3)S(C)(=O)=O)c1 | -5% | 14% | 0% | -0.3% | i | 0% | 7% | -4% | 1% | i | 1%
O=C(NCCN1CCNCC1)c1ccccn1 | -1% | -11% | -5% | -3.6% | i | 2% | 10% | u | u | i | -9%
c1ccc2c(c1)nnn2Cc1nnc2sc(-c3ccncc3)nn12 | -1% | u | -6% | 3.3%[57.5 µM] | i | -1% | -15% | 10% | u | i | -4%
CC1CCCCN1S(=O)(=O)c1ccc(NC(=O)CSc2nnnn2C)cc1 (stereo not given) | -1% | 0% | 30% | 1.0% | i | -1% | -5% | -18% | -2% | u | -1%
CC(C)(N)C(=O)N[C@@H]1C(=O)N2[C@@H]1SC(C)(C)[C@H]2C(=O)O | -2%[11 µM] | 4%[11.4 µM] | 2%[11.4 µM] | 2.3%[9.22 µM] | i | 2%[11.4 µM] | -18%[11.5 µM] | -1%[7.6 µM] | -2%[11.4 µM] | i | -14%[11.4 µM]
O=C(C(Cc1ccccc1)n1cccc1)N1CCN(c2ncccn2)CC1 (stereo not given) | -10% | -5% | -6% | -0.2% | x | -1% | u | 2% | 0% | x | 3%

Some of the compounds tested; count on the stated rates, not on these rows.
